WRN inhibitor: qHTS for Inhibitors of WRN Helicase; hit rate 0.46% among 360,000; WRN helicase unwinding, fluorescent forked duplex, kinetic; Potency, µM (titrated, usually from 114 µM), without a hit: top-dose activity change, negative = inhibition, usual class: inhibitors; AID 651768, 2012; Bifunctional 3'-5' exonuclease/ATP-dependent helicase WRN (Homo sapiens), Q14191; also: potency is read from the fitted curve at half-maximal effect; % is scaled to controls: 0 for no effect and ±100 for the full control effect; nearly all actives have a fitted effect of over 55% in size
Target sequence (Q14191 whole entry, looked up): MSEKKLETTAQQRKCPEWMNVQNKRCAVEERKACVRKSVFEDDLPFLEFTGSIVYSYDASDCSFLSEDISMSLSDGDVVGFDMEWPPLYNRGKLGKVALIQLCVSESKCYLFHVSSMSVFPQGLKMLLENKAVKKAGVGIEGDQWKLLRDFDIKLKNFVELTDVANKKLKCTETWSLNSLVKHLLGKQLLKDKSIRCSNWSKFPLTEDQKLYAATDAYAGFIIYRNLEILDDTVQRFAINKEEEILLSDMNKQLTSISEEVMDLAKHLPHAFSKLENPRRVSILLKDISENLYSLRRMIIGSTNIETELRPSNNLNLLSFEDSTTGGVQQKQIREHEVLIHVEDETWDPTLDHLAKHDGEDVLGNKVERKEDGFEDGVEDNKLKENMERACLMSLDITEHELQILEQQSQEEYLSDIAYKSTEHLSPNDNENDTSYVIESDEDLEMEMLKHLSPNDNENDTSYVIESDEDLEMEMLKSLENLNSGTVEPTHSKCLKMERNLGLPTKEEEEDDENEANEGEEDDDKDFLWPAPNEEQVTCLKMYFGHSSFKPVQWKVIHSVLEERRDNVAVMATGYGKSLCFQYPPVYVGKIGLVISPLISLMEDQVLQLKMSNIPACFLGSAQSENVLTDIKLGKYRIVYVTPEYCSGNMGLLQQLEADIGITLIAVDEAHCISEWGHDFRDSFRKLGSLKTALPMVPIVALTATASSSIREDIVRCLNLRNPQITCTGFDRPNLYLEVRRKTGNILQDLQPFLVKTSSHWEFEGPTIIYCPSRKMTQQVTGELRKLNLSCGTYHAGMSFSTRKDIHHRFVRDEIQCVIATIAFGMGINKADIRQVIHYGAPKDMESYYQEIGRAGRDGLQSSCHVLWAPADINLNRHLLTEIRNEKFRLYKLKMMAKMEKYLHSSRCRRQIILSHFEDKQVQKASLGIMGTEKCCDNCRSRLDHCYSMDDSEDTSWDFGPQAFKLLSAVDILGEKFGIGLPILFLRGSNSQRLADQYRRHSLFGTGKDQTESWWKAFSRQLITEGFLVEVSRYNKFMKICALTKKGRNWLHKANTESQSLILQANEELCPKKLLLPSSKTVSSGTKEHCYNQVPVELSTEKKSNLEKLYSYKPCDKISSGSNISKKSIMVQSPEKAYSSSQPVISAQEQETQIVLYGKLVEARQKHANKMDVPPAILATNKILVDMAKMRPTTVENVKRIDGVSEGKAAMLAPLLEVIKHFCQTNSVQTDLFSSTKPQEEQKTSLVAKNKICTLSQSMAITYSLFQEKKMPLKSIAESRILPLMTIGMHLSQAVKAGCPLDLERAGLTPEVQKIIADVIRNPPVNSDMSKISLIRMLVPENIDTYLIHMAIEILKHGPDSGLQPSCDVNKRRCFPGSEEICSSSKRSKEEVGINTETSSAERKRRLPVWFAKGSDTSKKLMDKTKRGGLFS
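Primary qHTS, 1536-well format. 20 nM WRN + compound, 15 min RT; start with 100 nM forked fluorophore/quencher duplex, 2 mM ATP (final); kinetic read ex 525/em 598 nm.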
IL-1B inflam inh: qHTS for Inhibitors of Inflammasome Signaling: IL-1-beta AlphaLISA Primary Screen; activity change, % at 57.5 µM; hit rate 4.7% among 360,000; THP-1 LPS/ATP IL-1B secretion, AlphaLISA, 16 h; hits give low values; in the data active = activity change below about -50%; inconclusive = mostly about -30% to -49%; also: % is scaled to controls: 0 for no effect and ±100 for the full control effect
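Secreted IL-1B measured by AlphaLISA bead assay after 16 h compound exposure of THP-1 cells; compounds (final up to 57.5 uM) added 1 h before LPS (250 ng/mL) and ATP (1.25 mM) stimulation; lower signal means less secretion.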
KB-V1 MDR tox: qHTS assay for MDR1-selective chemotherapeutics: Primary screen using the drug-selected MDR subline cells KB-V1. KB-V1 MDR cells viability, CellTiter-Glo, 72 h. Potency, µM (top dose mostly 46.1 µM), without a hit: top-dose activity change, negative = cytotoxicity, hits mostly cytotoxic. hit rate 3.4% among 400,000. AID 1347076, 2019; also: potency is read from the fitted curve at half-maximal effect; % is scaled to controls: 0 for no effect and ±100 for the full control effect; nearly all actives have a fitted effect of over 60% in size
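KB-V1 cells (P-gp-expressing MDR subline of KB-3-1) in phenol-red-free DMEM with 10% FBS were exposed to library compounds over a concentration series for 72 h at 37 degrees C. Viability read by CellTiter-Glo luminescence; concentration-effect curves fitted after normalization.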
HT1080 IDH1KD tx: qHTS for induction of synthetic lethality in tumor cells producing 2HG: qHTS for the HT-1080-IDH1KD cell line | HT-1080 IDH1 knockdown viability, ATP luminescence, 48 h | Potency, µM (series often up to 46.1 µM), for inactives: at the top dose activity, negative = toxicity, usual class: cytotoxic | hit rate 2% among 360,000;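 also: potency is read from the fitted curve at half-maximal effect; 0% = DMSO wells and -100% = cell-free medium wells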
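Knockdown cells (IDH1KD HT-1080) received compounds 2 h after plating at 750 cells/well and were kept 48 h at 37 °C in 5% FBS RPMI. A CellTiter-Glo luminescence read gave % activity for curve fitting.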
ATXN2 expr inh: Primary qHTS for Inhibitors of ATXN expression | HEK-293 ATXN2-luciferase reporter, luminescence, 24 h | Potency, µM (titrated, usually from 57 µM), inactives show at the highest dose activity change, negative = inhibition, hits mostly inhibitors | hit rate 0.72% among 360,000 | AID 1745845, 2022; also: potency is read from the fitted curve at half-maximal effect; % is scaled to controls: 0 for no effect and ±100 for the full control effect; nearly all actives have a fitted effect of over 55% in size
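qHTS (up to 57 uM final) was run with 24 h compound exposure of reporter cells at 37 °C. Each well was multiplexed: SteadyGlo luminescence measured ATXN2-luciferase expression after a fluorogenic Gly-Phe-AFC viability readout (25 uM final).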
MCF10A rereplic: A quantitative high throughput screen for small molecules that induce DNA re-replication in MCF 10a normal breast cells; MCF 10A DNA re-replication, Hoechst nuclear intensity, 48 h; Potency, µM (doses to about 46.1 µM), without a hit: at the top dose activity, positive = re-replication, actives largely listed as activators; hit rate 2.9% among 350,000; AID 624296, 2012; also: potency is read from the fitted curve at half-maximal effect; % of control where 0% means no effect; nearly all actives have a fitted effect of over 50% in size
HT1080-NT tox: qHTS for induction of synthetic lethality in tumor cells producing 2HG: qHTS for the HT-1080-NT fibrosarcoma cell line | HT-1080-NT fibrosarcoma viability, CellTiter-Glo ATP luminescence, 48 h | Potency, µM (highest dose often 46.1 µM), for the others: top-dose activity, negative = less viability, hits mostly cytotoxic | hit rate 1.6% among 360,000 | AID 686970, 2013;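 also: NT is the 2HG producing partner of a matched IDH1 knockdown line; potency is read from the fitted curve at half-maximal effect; 0% = DMSO-treated cells and -100% = media-only wells without cells; nearly all actives have a fitted effect of over 55% in size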
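Read-out is CellTiter-Glo luminescence after 10 minutes at room temperature, following 48 hours' compound treatment of HT-1080-NT cells (750 cells/well, RPMI, 5% FBS, 37 degrees C).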
KB-3-1 cytotox: qHTS assay for MDR1-selective chemotherapeutics: Primary screen using the parental adenocarcinoma cell KB-3-1 | KB-3-1 viability, CellTiter-Glo ATP luminescence, 72 h | hit rate 1.4% among 400,000 | Potency, µM (series often up to 46.1 µM), for the others: top-dose activity change, negative = cytotoxic, hits mostly cytotoxic; also: potency is read from the fitted curve at half-maximal effect; % is scaled to controls: 0 for no effect and ±100 for the full control effect; nearly all actives have a fitted effect of over 60% in size
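Viability of parental KB-3-1 cells, measured by CellTiter-Glo luminescence, followed a 72 h incubation at 37 °C with pinned compounds in phenol-red-free DMEM containing 10% FBS.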
SW480 rerep: A quantitative high throughput screen for small molecules that induce DNA re-replication in SW480 colon adenocarcinoma cells; AID 624297, 2012; Potency, µM (highest dose often 46.1 µM), for inactives: at the top dose re-replication activation, hits mostly activators; hit rate 1.8% among 340,000; SW480 DNA re-replication, Hoechst DNA content imaging, 48 h; also: potency is read from the fitted curve at half-maximal effect; % of control where 0% means no effect; nearly all actives have a fitted effect of over 55% in size
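Treated cells incubate 48 hr (37 C, 5% CO2), are stained 40 min with Hoechst, and nuclear fluorescence is enumerated; a rise in nuclei with high DNA signal marks re-replication.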
* hit, by the source's call; i = inactive; ? = inconclusive; . = no result given; [ ] = another dose, or the depositor's remark. Unless noted, calls follow the shape of the dose curve; as a rule, active = well fitted curve in the direction sought with a large enough effect; inconclusive = small, poorly fitted or top-dose-only effect, or another doubt; inactive = no such curve, though single readings can be large; an effect the other way counts as inactive or inconclusive.

SMILES | WRN inhibitor | IL-1B inflam inh | KB-V1 MDR tox | HT1080 IDH1KD tx | ATXN2 expr inh | MCF10A rereplic | HT1080-NT tox | KB-3-1 cytotox | SW480 rerep
COc1ccc(N(C)S(=O)(=O)c2cccc(C(=O)NCc3ccc4c(c3)OCO4)c2)cc1 | -7% | ? | -8% | -2% | -20% | ? | -14% | -3% | -10%
O=C(Cc1ccc(F)cc1)c1ccc(O)cc1O | -3% | 26 | -18% | 8% | 35% | 3% | 0% | -18% | 1%
Cc1cccc(OCC(=O)NNC(=O)c2ccc3nc[nH]c3c2)c1 | -1% | 1 | 24% | 8% | 25% | -2% | 22% | 12% | -11%
O=C(OCC1OC(n2ccc(=O)[nH]c2=O)C(O)C1OC(=O)c1ccccc1)c1ccccc1 (stereo unspecified) | 7% | 20 | 4% | -6% | 4% | 4% | -10% | -2% | -5%
Cc1ccc(NC(=O)CN(C)Cc2ccc(Cl)cc2)cc1 | -3% | ? | 2% | 1% | -17% | -4% | 16% | 24% | i[1.84 µM]
O=C(COC(=O)/C=C/c1cccc(Br)c1)NC1CCCCCC1 | 5% | -4 | -23% | -5% | -11% | ? | 3% | 0% | -5%
CC(C)(C)c1ccc(OCCCC(=O)Nc2nnc(C3CC3)s2)cc1 | -3% | 22 | -13% | -8% | . | . | -1% | -8% | .
O=C1CN(C(=O)c2ccc(Br)o2)C(c2ccc(F)cc2)c2cc(F)ccc2N1 (stereo unspecified) | -4% | -25 | -17% | ? | -23% | 27% | -17%[9.24 µM] | -16% | 9%
Cn1cc([N+](=O)[O-])c(C(=O)NCc2ccco2)n1 | -2% | 3 | -3% | 10% | -13% | 13% | 11% | 0% | -1%
Cc1c(C(=O)OCC(=O)Nc2cccc(S(N)(=O)=O)c2)oc2c1ccc1ccccc12 | -13% | -15 | ? | ? | . | ? | -24% | -7% | -16%
O=c1oc2ccccc2c(Nc2ccccc2O)c1[N+](=O)[O-] | -17% | -18 | -10% | -4% | -13% | -60%[inhibitor] | -8% | -4% | 14%
CCOc1ccc2[nH]c(C)c(CN3CCOCC3)c(=O)c2c1 | -2% | -11 | 0% | -3% | 3% | 2% | 2% | -2% | ?
CC(C)=CC(=O)Nc1nnc(-c2ccc(F)cc2)s1 | -13% | -9 | -1% | -4% | ? | -24% | -1% | -6% | 3%
Cc1ccc(C)c(CN2C(=O)c3ccccc3S(=O)(=O)c3ccc(C(=O)N4CCN(C)CC4)cc32)c1 | 5% | 0 | 14% | 2% | . | -1% | -2% | 3% | -18%
COc1ccccc1Nc1cc(C)nc2c(C)cccc12 | -3% | -27 | 0% | -10% | . | . | -18% | -15% | .
O=C(/C=C/c1ccccc1)NC(=S)Nc1ccc(N2CCOCC2)c(Cl)c1 | -3% | 5 | -29% | 17% | -19% | 8% | 21% | 8% | ?
CO/N=C/C=C1/N(C)c2ccccc2C1(C)C | 2% | -19 | 20% | 9% | -7% | 8% | 0% | -1% | -4%
COC(=O)c1sccc1NC(=O)C1CC1 | 4% | 1 | 23% | 0% | 7% | -1% | 11% | -9% | ?
O=S(=O)(NC1CCN(Cc2ccccc2)CC1)c1ccc2ccccc2c1 | 4% | -16 | ? | -14% | -3% | 27% | -14% | -5% | 1%
Cc1ccc(NC(=O)C2CCCN(S(=O)(=O)c3c(C)noc3C)C2)nc1 (stereo unspecified) | -1% | 16 | 0% | -12% | 1% | ? | -1% | -2% | 1%
CCOC(=O)C(=CNc1cc(C)nn1-c1ccccc1)C(=O)OCC | -5% | 10 | 4.6µM* | -25% | -33% | -5% | -15% | 5% | -1%
CC(=O)c1c(N2CCCCC2)nc(=S)n(Cc2ccccc2)c1C | 0% | -18 | -7% | -24% | 3% | -182%[0.0737 µM] | 1% | ? | 10%
N#Cc1ccc(C23CC4(C2)[C@H](CN(CC2CCCCC2)[C@@H]4c2ccccc2)C3c2ccc(Cl)nc2)cc1 (stereo partly specified) | -2% | 3 | 0% | -4% | -17% | 0% | -13% | 5% | 2%
COCCn1c(SCC(=O)Nc2ccc(S(N)(=O)=O)cc2)nc2ccccc21 | -6% | -7 | 5% | -1% | 6% | ? | -5% | -1% | -2%[9.22 µM]
COc1ccc(NC(=O)CSc2nnc(Cc3ccccc3)c(=O)n2N)c(OC)c1 | -10% | -23 | -11% | 7% | -3% | -2% | 5% | 3% | -6%

One compound at a time, as listed above. Order of screens: WRN inhibitor, IL-1B inflam inh, KB-V1 MDR tox, HT1080 IDH1KD tx, ATXN2 expr inh, MCF10A rereplic, HT1080-NT tox, KB-3-1 cytotox, SW480 rerep
Record of CC(C)=CC(=O)Nc1nnc(-c2ccc(F)cc2)s1 → -13%, -9, -1%, -4%, ?, -24%, -1%, -6%, 3%
Record of COc1ccccc1Nc1cc(C)nc2c(C)cccc12 → -3%, -27, 0%, -10%, ., ., -18%, -15%, .

More records.
SMILES | WRN inhibitor | IL-1B inflam inh | KB-V1 MDR tox | HT1080 IDH1KD tx | ATXN2 expr inh | MCF10A rereplic | HT1080-NT tox | KB-3-1 cytotox | SW480 rerep
O=C(CSc1ccncc1)Nc1ccc(S(=O)(=O)Nc2nccs2)cc1 | -30% | 0 | ? | 1% | . | -2% | -1% | ? | -13%
Cc1nc2ccccc2c2c1C(=O)N(c1ccc(C(=O)O)cc1)C2=O | -9% | 28 | ? | 5% | 0% | -3% | 5% | 24% | -2%
Cc1[nH]c(C)c(C(=O)/C=C/c2ccc([N+](=O)[O-])cc2)c1C | 5% | -97* | -19% | 12µM* | . | 12µM* | ? | ? | ?
O=c1[nH]c2ccc(S(=O)(=O)N3CCCCC3)cc2[nH]c1=O | 2% | -6 | 2% | 22% | 2% | -4% | 1% | -4% | 3%
N#Cc1cc(-c2ccccc2)[nH]c1-c1nccc2ccccc12 | -15% | -18 | -11% | -14% | . | ? | -5% | ? | ?
Cn1ccnc1Sc1ccc(/C=N/NC(=O)c2ccccc2O)cc1[N+](=O)[O-] | -34% | 23 | 2% | -4% | 10% | 23% | 3% | -3% | -3%
Cc1ccc(-c2nn(-c3ccccc3)cc2/C=C/C(=O)O)o1 | -9% | 16 | ? | 3% | . | 5% | -7% | 0% | 6%
CC(=O)c1cccc(CN2CCCC(CCC(=O)NCc3ccc(C)o3)C2)c1 (stereo unspecified) | -1% | 9 | -7% | -6% | -3% | -1% | -6% | -5% | -6%
CCOc1ccc(NC(=S)N2CCN(S(C)(=O)=O)CC2)cc1 | -29% | -10 | 21% | 1% | -3% | 1% | 8% | 20% | 1%
CC(=O)Nc1ccc(NC(=O)C2CC(=O)N(C(C)C)C2)cc1 (stereo unspecified) | -5% | 16 | 8% | 22% | -9% | ? | 18% | 7% | 2%
O=C(O)C1CCC(=O)N1Cc1ccccc1Cl (stereo unspecified) | 2% | 27 | 9% | 8% | -3% | 7% | 8% | 9% | 1%
O=C(Cc1ccccc1)NCC(=O)Nc1ccccc1Br | 3% | 5 | 26% | -6% | 30% | -1% | 3% | 0% | -7%
O=C(CCc1nc2ccccc2c(=O)[nH]1)OCc1ccc(Cl)cc1Cl | 3% | 4 | -13% | 12% | 0% | ? | 0% | -14% | -1%
Fc1ccc(COc2ccc(Br)cc2CNCc2ccncc2)cc1 | -9% | -79* | 2.9µM* | ? | -29% | ? | -19% | -7% | 20%
Cc1ccc(-c2nn(-c3ccccc3)cc2/C=N/NC(=O)c2ccc3c(c2)OCO3)cc1 | -3% | -22 | -21% | 3% | 55%[activator] | -8% | 7% | 5% | -5%
COc1cc2c(cc1OC)-c1cc(OCc3ccccc3Cl)nc(=O)n1CC2 | -2% | -26 | ? | 5% | -24% | 16% | 8%[9.24 µM] | 14% | -3%
COc1cccc(NC(=O)CSc2nnc3ccc(-c4ccncc4)nn23)c1 | 13% | 0 | -22% | -8% | 2% | 5% | 1% | -4% | -4%
COc1ccc(CNC(=O)COC(=O)c2ccc(S(=O)(=O)N3CCOCC3)cc2)cc1 | 6% | 2 | 0% | 21% | 0% | -1% | 15% | 18% | 18%
O=C(Cn1cnnn1)OCC(=O)c1ccc(Cl)s1 | -9%[11.6 µM] | 2 | 14% | 0% | . | 1% | 6% | 0% | -1%
CC(Sc1n[nH]c(-c2cccs2)n1)C(=O)Nc1ccc(C(N)=O)cc1 (stereo unspecified) | 2% | 11 | ? | 4% | 5% | 3% | 1% | 7% | 6%
c1cnc(-c2noc(CN3CCN(C4CCCC4)CC3)n2)cn1 | -6% | 23 | 27% | 1% | 2% | -1% | 6% | 10% | -1%
CC(C(C(=O)N1CCCCC1)N1CCCCC1)N1CCCCC1 (stereo unspecified) | 5% | 3 | 11% | 10% | 5% | 1% | 6% | -3% | 3%
OC[C@@H]1CN(Cc2cccc(C(F)(F)F)c2)C[C@H](n2cnc3c(NCc4ccncc4)ncnc32)O1 | 3% | -22 | 3% | 0% | -5% | . | 0% | 0% | .
CC1CCN(C(=O)CSc2nc3ccccc3[nH]2)CC1 | 14% | -16 | -15% | 14% | 28% | ? | 25% | 26% | -1%
O=C(NC1CCCCC1)C1c2ccccc2OCC(=O)N1CCc1c[nH]c2ccccc12 (stereo unspecified) | 1% | 1 | -2% | 26µM* | -1% | . | 0% | 14% | .
CCCCCc1ccnc(CC(=O)c2ccc(OC)cc2)c1 | 7% | -19 | -1% | -5% | -23% | -14% | -16% | 23µM* | -10%

High-throughput results as filed in PubChem.
